NSD2 HMT inh: inhibitors of human histone methyltransferase NSD2; O96028; NSD2 peptide methylation, AlphaScreen, 120 min; inhibition, % at 12.5 µM; 310,000 compounds, 0.54% hits; in the data active means inhibition above about 50%
CAL PDZ FP-1: CAL PDZ (human) peptide binding inhibition | AID 602252 | 300,000 compounds, 0.92% hits | inhibition, % at 24.9 µM | Q9HD26 | purified CAL PDZ, TMR-peptide fluorescence polarization, 1 h;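 active means mean inhibition of at least 30% with at least half of replicates also reaching 30%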;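 further: 0% = DMSO neutral control and 100% = excess unlabeled competitor peptide PRC23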
Arr AP2 block: blocks beta-arrestin peptide binding to AP2 adaptin; FITC-arrestin peptide / GST-AP2 beads, flow cytometry; AP2 beta2 appendage carries R879A mutation; inhibition, % at 10 µM; 340,000 compounds, 0.31% hits; AID 504490;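 active means inhibition above a set limit, near 3 SD of compounds lacking own fluorescence, cut at about 54% in these data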;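 further: plate controls were DMSO wells for no effect and 5 µM unlabelled arrestin peptide for full effect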
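Measured by: flow cytometry, FL1 (488/535 nm); Material: AP2 appendage R879A on GSH beads; Evaluation: percent response; Timing: pre-incubation 12 min, peptide binding 1 h, room temperature; Also added: 50 nM FITC-arrestin peptide; Medium: PBS with 0.05% Tween 20 and 0.1% BSA.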
V-ATPase pHluor: yeast V-ATPase proton transport regulation by pHLuorin; S. cerevisiae, pHLuorin cytosolic pH fluorescence; response, % at 10 µM; 350,000 compounds, 0.37% hits; in the data active means response mostly above about 7.3%, no sharp cut-off; inactive means mostly below about 5.4%; further: actives read high; inactives centre near 0; some compounds called inactive have numbers as strong as hits
Keap1 Nrf2 FP: inhibitors of human Keap1-Nrf2 protein-protein interaction; Q14145; Keap1 Kelch-Nrf2 peptide fluorescence polarization, 1536-well; inhibition, % at 9.4 µM; 340,000 compounds, 0.15% hits; in the data active means inhibition above about 12%;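 further: human Keap1 Kelch domain with fluorescein labeled Nrf2 9mer peptide probe; 0% = neutral control wells and 100% = peptide positive control; higher means more block of Keap1 binding to Nrf2 peptide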
Pemphigus Ab inh: human desmoglein-3 autoantibody binding inhibition | P32926 | DSG3-coupled beads, scFv-anti-DSG3-GFP binding, flow cytometry; stronger effect = lower value | binding (percent of control), % at 10 µM | 310,000 compounds, 0.48% hits;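 active means binding more than 3 SD below its plate's average and above zero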;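 further: hits lower antibody fragment binding to DSG3; some compounds called inactive have numbers as strong as hits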
LANA DNA inh: blocks KSHV LANA C-terminal domain binding to DNA | MBP-C-LANA/FAM-LBS DNA binding, fluorescence polarization | inhibition, % at 9 µM | 340,000 compounds, 0.078% hits | AID 504423;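 active means highest replicate inhibition at or above 60% at 9 µM, even if other replicates fall short; inactive means all replicates below 60% inhibition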;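 further: 0% = neutral control wells and 100% = 4 µM acridine orange control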
CAL PDZ FP-2: inhibitors of human CAL PDZ peptide binding | inhibition, % at 20 µM | AID 504414 | 330,000 compounds, 0.02% hits | Q9HD26 | purified CAL PDZ, TMR-peptide fluorescence polarization, 1 h;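 active means highest replicate inhibition of at least 40%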;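 further: plate controls were DMSO neutral control wells for no effect and unlabeled competitor peptide control wells for full effect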
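Test system: purified CerCALP PDZ construct; Compound dosing: one concentration, 20 µM compound; Also added: TMR-labelled reporter peptide T*-PRC34 bound in PDZ groove; Read-out: inhibition from polarization loss; Controls: unlabelled peptide and DMSO controls; Signal: FP readout, S and P plane fluorescence; Incubation: 1 h at RT.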
DAGLB inh: diacylglycerol lipase beta (human) inhibition | Q8NCG7 | inhibition, % at 5.17 µM | HEK293T DAGLB membrane lysate, EnzChek fluorogenic substrate | 340,000 compounds, 0.059% hits; in the data active means inhibition above about 34%;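 further: 0% = enzyme with vehicle and 100% = wells lacking enzyme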
Cardiac RTF inh: cardiac RTF calcium desensitization | P19429+P45379 | IANBD-labeled cardiac RTF, Ca2+ fluorescence | inhibition, % at 7.15 µM | 340,000 compounds, 0.12% hits;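 active means inhibition above the mean inhibition of all tested compounds plus 3 SD, cut at about 17% in these data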;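 further: assay run at fixed EC70 calcium of 1.6 mM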
An asterisk follows results filed as active. Not all compounds are listed; rates above refer to the full screens.

COc1ccccc1CC(=O)Nc1cccc(F)c1 was read as NSD2 HMT inh 3, CAL PDZ FP-1 -9, Arr AP2 block 5, V-ATPase pHluor 0, Keap1 Nrf2 FP -2, Pemphigus Ab inh 103, LANA DNA inh -1.7, DAGLB inh -2 and Cardiac RTF inh -3.
Screening Cc1cc(C)n(-c2nncn2NC(=O)c2ccc(Cl)cc2O)n1 returned NSD2 HMT inh 1, CAL PDZ FP-1 -3, Arr AP2 block 8, V-ATPase pHluor 0, Keap1 Nrf2 FP 1, Pemphigus Ab inh 101, LANA DNA inh -0.1, CAL PDZ FP-2 -1.3, DAGLB inh 0 and Cardiac RTF inh 4.
`COc1cccc2cc(S(=O)(=O)c3ccccc3)c(=Nc3ccc4c(c3)OCCO4)oc12` gave NSD2 HMT inh -2, CAL PDZ FP-1 -5, Arr AP2 block -7, V-ATPase pHluor 2, Keap1 Nrf2 FP 1, LANA DNA inh 1.8, CAL PDZ FP-2 -1.0, DAGLB inh 3 and Cardiac RTF inh -21.
Screening CC1(C)CC(CCNS(=O)(=O)c2ccccc2)(c2ccccc2)CCO1 (configuration not stated) returned NSD2 HMT inh 1, CAL PDZ FP-1 -1, Arr AP2 block 22, V-ATPase pHluor 5, Keap1 Nrf2 FP 1, Pemphigus Ab inh 82, LANA DNA inh 0.8, CAL PDZ FP-2 -0.1, DAGLB inh -4 and Cardiac RTF inh 3.
`O=C(Cn1c(=O)oc2ccccc21)NCCc1ccccc1` gave NSD2 HMT inh 5, CAL PDZ FP-1 -7, Arr AP2 block 16, V-ATPase pHluor 2, Keap1 Nrf2 FP -3, Pemphigus Ab inh 108, LANA DNA inh -1.2, CAL PDZ FP-2 0.4, DAGLB inh -2 and Cardiac RTF inh 1.
Screening COc1cccc(NC(=S)N2CCc3cc(OC)c(OC)cc3C2)c1 returned NSD2 HMT inh 1, CAL PDZ FP-1 -1, Arr AP2 block 10, V-ATPase pHluor 0, Keap1 Nrf2 FP 2, LANA DNA inh -0.8, CAL PDZ FP-2 -0.4, DAGLB inh 1 and Cardiac RTF inh -7.
Cc1ccc(S(=O)(=O)N2CCN(C(=O)COC(=O)COc3ccc(Cl)cc3C)CC2)c(C)c1 was read as NSD2 HMT inh -4, CAL PDZ FP-1 1, Arr AP2 block -9, V-ATPase pHluor 0, Keap1 Nrf2 FP -2, Pemphigus Ab inh 100, LANA DNA inh 0.7, CAL PDZ FP-2 -0.2, DAGLB inh -2 and Cardiac RTF inh -4.
Screening CCCCn1c(N)c(-c2nc3ccccc3s2)c2c([N+](=O)[O-])nn(CC)c(=O)c21 returned NSD2 HMT inh 1, CAL PDZ FP-1 -6, Arr AP2 block 8, V-ATPase pHluor 2, Keap1 Nrf2 FP 8, Pemphigus Ab inh 103, LANA DNA inh -0.5, CAL PDZ FP-2 0.9, DAGLB inh 2 and Cardiac RTF inh 0.
Screening Cc1cc(NC(=O)CCC(=O)N(CC(=O)NC2CCCC2)Cc2ccc3c(c2)OCO3)no1 returned NSD2 HMT inh 12, CAL PDZ FP-1 -3, Arr AP2 block -12, V-ATPase pHluor 9.7*, Keap1 Nrf2 FP -2, Pemphigus Ab inh 95, LANA DNA inh -0.9, CAL PDZ FP-2 -0.4, DAGLB inh 4 and Cardiac RTF inh 2.
For CN1CCN(C(=O)c2ccc(N(C)S(=O)(=O)c3cccs3)cc2)CC1 the results were NSD2 HMT inh 3, CAL PDZ FP-1 -1, Arr AP2 block 2, V-ATPase pHluor 0, Keap1 Nrf2 FP 0, Pemphigus Ab inh 101, LANA DNA inh -0.4, CAL PDZ FP-2 0.5, DAGLB inh 1 and Cardiac RTF inh 14.

Among those listed so far, these contain a carbonyl joined to an NH by a bond outside any ring.
COc1ccccc1CC(=O)Nc1cccc(F)c1 was read as NSD2 HMT inh 3, CAL PDZ FP-1 -9, Arr AP2 block 5, V-ATPase pHluor 0, Keap1 Nrf2 FP -2, Pemphigus Ab inh 103, LANA DNA inh -1.7, DAGLB inh -2 and Cardiac RTF inh -3.
Screening Cc1cc(C)n(-c2nncn2NC(=O)c2ccc(Cl)cc2O)n1 returned NSD2 HMT inh 1, CAL PDZ FP-1 -3, Arr AP2 block 8, V-ATPase pHluor 0, Keap1 Nrf2 FP 1, Pemphigus Ab inh 101, LANA DNA inh -0.1, CAL PDZ FP-2 -1.3, DAGLB inh 0 and Cardiac RTF inh 4.
`O=C(Cn1c(=O)oc2ccccc21)NCCc1ccccc1` gave NSD2 HMT inh 5, CAL PDZ FP-1 -7, Arr AP2 block 16, V-ATPase pHluor 2, Keap1 Nrf2 FP -3, Pemphigus Ab inh 108, LANA DNA inh -1.2, CAL PDZ FP-2 0.4, DAGLB inh -2 and Cardiac RTF inh 1.
Screening Cc1cc(NC(=O)CCC(=O)N(CC(=O)NC2CCCC2)Cc2ccc3c(c2)OCO3)no1 returned NSD2 HMT inh 12, CAL PDZ FP-1 -3, Arr AP2 block -12, V-ATPase pHluor 9.7*, Keap1 Nrf2 FP -2, Pemphigus Ab inh 95, LANA DNA inh -0.9, CAL PDZ FP-2 -0.4, DAGLB inh 4 and Cardiac RTF inh 2.
